High-throughput results: PubChem, National Center for Advancing Translational Sciences (NCATS)
TDP43 rescue: rescues yeast growth from TDP-43 toxicity; Potency, µM (series often up to 46.1 µM), for inactives: top-dose growth rescue (activation), actives largely listed as activators; 410,000 compounds, 1.8% hits; TDP-43 expressing yeast growth rescue, BacTiter-Glo, 24 h; AID 652104; also: potency is read from the fitted curve at half-maximal effect; % of control where 0% means no effect; nearly all actives have a fitted effect of over 50% in size
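Yeast cells expressing TDP-43 under galactose induction are exposed to compounds for 24 hr at 30 deg C. BacTiter-Glo luminescence measures growth, so protective compounds score as activators.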
pAkt inh: blocks phosphorylation of Akt. Neuro2A IGF-stimulated pAkt S473 HTRF, 20 min; stronger effect = lower value. 360,000 compounds, 0.32% hits. activity change, % for hits at 50 µM. AID 651550; in the data active = activity change below about -80%; inconclusive = mostly about -51% to -80%; also: % is scaled to controls: 0 for no effect and ±100 for the full control effect
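Single-point screen (50 µM final compound) in Neuro2A cells stimulated 20 min with 6 nM IGF at 37 deg C. After lysis, Ser473-phosphorylated Akt read by HTRF (ex 330 nm, em 615/665 nm) as the 665/615 ratio.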
FUS yeast rescue: FUS proteinopathy suppression in yeast. 390,000 compounds, 0.24% hits. Potency, µM (doses to about 76.6 µM), without a hit: at the top dose growth rescue (activation), actives largely listed as activators. S. cerevisiae FUS-expressing, growth rescue, OD600, 24 h. AID 1347120;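 also: potency is read from the fitted curve at half-maximal effect; plate controls were DMSO vehicle for no effect and reference control for full effect; nearly all actives have a fitted effect of over 55% in size; some results filed as inactive show a strong effect at the top dose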
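Yeast FUS proteinopathy model; galactose-induced FUS (2%), starting OD 0.005. Cpds in dilution series, 24hr, 30C, 99% humidity. Abs 600 nm growth. Pos ctrl CP55940 (top 92uM final); neg ctrl DMSO.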
GLP1R ag: GLP-1 receptor (human) agonism. HEK293 GLP-1R CRE-luciferase, luminescence, 4-6 h; cells express a hypersensitive GLP-1R form. 380,000 compounds, 0.007% hits. Potency, µM (top dose mostly 45.6 µM), without a hit: at the top dose activation, usual class: activators. AID 624172; also: potency is read from the fitted curve at half-maximal effect; % of control where 0% means no effect
Target sequence (P43220 whole entry, looked up): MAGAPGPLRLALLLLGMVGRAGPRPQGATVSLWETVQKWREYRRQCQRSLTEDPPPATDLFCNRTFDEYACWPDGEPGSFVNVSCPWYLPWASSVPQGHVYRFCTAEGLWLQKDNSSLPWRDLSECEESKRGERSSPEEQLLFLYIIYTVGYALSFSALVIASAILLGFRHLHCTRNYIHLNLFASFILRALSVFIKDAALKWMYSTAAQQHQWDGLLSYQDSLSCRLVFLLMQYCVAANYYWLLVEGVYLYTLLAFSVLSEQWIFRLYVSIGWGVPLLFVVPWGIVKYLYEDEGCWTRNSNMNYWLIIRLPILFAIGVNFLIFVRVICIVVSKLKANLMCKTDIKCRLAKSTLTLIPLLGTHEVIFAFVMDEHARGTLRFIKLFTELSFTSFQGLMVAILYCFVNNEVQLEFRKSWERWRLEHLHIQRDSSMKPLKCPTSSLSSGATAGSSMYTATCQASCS
aSyn yeast inh: inhibitors of alpha-synuclein toxicity in yeast | Yeast expressing alpha-synuclein, growth rescue, BacTiter-Glo, 24 h | 370,000 compounds, 0.14% hits | AID 652106 | Potency, µM (series often up to 46.1 µM), without a hit: top-dose growth rescue (activation), most hits filed as activators; also: potency is read from the fitted curve at half-maximal effect; % of control where 0% means no effect; nearly all actives have a fitted effect of over 65% in size
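Screening used galactose-induced yeast with toxic alpha-synuclein levels, exposed to compound for 24 hr at 30 deg C. Cell growth, read with BacTiter-Glo luminescence, gave the measured signal.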
D3 antag: antagonists of human D3 dopamine receptor; max response, negative = inhibition, %; D3R cells, DiscoveRx beta-arrestin luminescence, antagonist mode; stronger effect = lower value; 360,000 compounds, 2.5% hits; in the data active = max response below about -50%; inconclusive = no clear call, values can overlap the other calls; also: % is scaled to controls: 0 for no effect and ±100 for the full control effect; mostly tested at two doses, the higher about 12 µM
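Cells expressing the human receptor were seeded at 1500 cells/well, incubated overnight at 37 degrees C in 5% CO2, then exposed to library compounds with dopamine controls for 90 minutes at 37 degrees C before luminescent detection.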
GLP-1R inv ag: GLP-1 receptor (human) inverse agonism. P43220. HEK293 GLP-1R CRE-luciferase, luminescence, 24 h; GLP-1R form is constitutively active. Potency, µM (doses to about 38.3 µM), inactives show at the top dose activity change, negative = inhibition, actives largely listed as inhibitors. 410,000 compounds, 1.6% hits. AID 624417; also: potency is read from the fitted curve at half-maximal effect; % is scaled to controls: 0 for no effect and ±100 for the full control effect; nearly all actives have a fitted effect of over 55% in size
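Cells are plated, allowed 12 hours at 37 deg C, then treated with compounds for 24 hr before luciferase detection reagent is added and luminescence is read after 12 min at room temperature. The HEK293 line carries constitutively active GLP-1R with a cAMP-responsive reporter.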
PTHR1 agonist: PTHR1 (human) receptor agonism. Q03431. 410,000 compounds, 0.075% hits. HEK293 GP2 PTHR1 cells, GloSensor cAMP luminescence, 1 h. Potency, µM (series often up to 115 µM), inactives show top-dose activation, actives largely listed as activators; also: potency is read from the fitted curve at half-maximal effect; nearly all actives have a fitted effect of over 55% in size; some results filed as inactive show a strong effect at the top dose; inactives centre near -15; many of its hits are not listed in these tables
Target sequence (Q03431 whole entry, looked up): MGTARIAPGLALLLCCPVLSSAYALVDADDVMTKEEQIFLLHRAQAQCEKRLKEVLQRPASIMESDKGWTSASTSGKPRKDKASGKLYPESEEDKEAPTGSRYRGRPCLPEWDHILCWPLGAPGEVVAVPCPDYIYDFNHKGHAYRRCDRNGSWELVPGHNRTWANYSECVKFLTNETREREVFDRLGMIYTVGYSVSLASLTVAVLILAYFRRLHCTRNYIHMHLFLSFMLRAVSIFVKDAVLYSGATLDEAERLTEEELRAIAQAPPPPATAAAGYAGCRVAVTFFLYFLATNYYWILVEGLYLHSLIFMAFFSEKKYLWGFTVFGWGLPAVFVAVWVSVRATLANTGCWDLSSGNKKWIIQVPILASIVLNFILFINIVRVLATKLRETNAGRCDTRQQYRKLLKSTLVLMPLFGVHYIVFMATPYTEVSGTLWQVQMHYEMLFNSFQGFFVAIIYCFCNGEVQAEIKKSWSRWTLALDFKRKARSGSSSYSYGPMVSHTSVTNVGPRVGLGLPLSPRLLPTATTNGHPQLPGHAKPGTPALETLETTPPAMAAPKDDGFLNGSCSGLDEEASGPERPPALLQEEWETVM
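HEK-293-derived GP2 cells expressing PTHR1 and a GloSensor cAMP reporter, 3,000/well, plated overnight, given luciferin plus IBMX (each 0.5 mM as added) for 1 h at 37 °C, then compound for 1 h at 37 °C. Luminescence was read after 15 min at room temperature.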
Abeta rescue: A-beta toxicity reversal in yeast. yeast expressing A-beta42, growth rescue, OD600, 48 h; response scale: 0% DMSO, 100% iron-clioquinol control. Potency, µM (doses to about 46.1 µM), for inactives: at the highest dose growth rescue, most hits filed as activators. 410,000 compounds, 0.063% hits; also: potency is read from the fitted curve at half-maximal effect; nearly all actives have a fitted effect of over 55% in size
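Yeast A-beta toxicity model in growth medium with pinned compounds, 48 h at 30 C; growth read as absorbance at 600 nm. Normalized to FeCl3/clioquinol equimolar mix (positive) and DMSO (negative).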
The depositor's hits bear a star; [ ] = dose if it differs, or a comment. Unless noted, calls follow the shape of the dose curve; as a rule, active = well fitted curve in the direction sought with a large enough effect; inconclusive = small, poorly fitted or top-dose-only effect, or another doubt; inactive = no such curve, though single readings can be large; an effect the other way counts as inactive or inconclusive. A portion of the library (hit frequency here may not be typical).

What do the screens show for `CCCc1c(C(=O)N/N=C(\C)c2ccc(CC(C)C)cc2)nnn1-c1nonc1N`?
TDP43 rescue: 6.3%; pAkt inh: inactive; FUS yeast rescue: 10.7%; GLP1R ag: -0.5%; aSyn yeast inh: inconclusive; D3 antag: -9.9; GLP-1R inv ag: -9.1%; PTHR1 agonist: -29.1%; Abeta rescue: 2.2%

How did C/C(CC(=O)Nc1ccc(Cl)cc1Cl)=N\NC(=O)c1ccncc1 do in these assays?
TDP43 rescue: 10.2%; pAkt inh: inactive; FUS yeast rescue: 21.4%; GLP1R ag: 2.4%; aSyn yeast inh: 5.2%; D3 antag: 5.5; GLP-1R inv ag: -18.9%; PTHR1 agonist: inactive; Abeta rescue: 11.5%

Results for Cc1ccc(-c2cc(C(=O)Nc3nn[nH]n3)c3ccccc3n2)cc1 ?
TDP43 rescue: -12.1%; pAkt inh: inactive; FUS yeast rescue: 25.1%; GLP1R ag: -5.3%; aSyn yeast inh: 4.6%; D3 antag: -17.7; GLP-1R inv ag: 0.0%; PTHR1 agonist: inactive; Abeta rescue: -0.7%

Results for Cc1ccc(Oc2ncccc2N)c2c1CCC2 ?
TDP43 rescue: 7.9%; pAkt inh: inactive; FUS yeast rescue: 1.7%; GLP1R ag: 9.6%; aSyn yeast inh: 10.6%; D3 antag: 12.5; GLP-1R inv ag: -27.4%; PTHR1 agonist: inactive; Abeta rescue: 13.7%

Results for CC(=O)N1c2ccc(S(=O)(=O)NCCC(=O)Nc3ccc(C)cc3Br)cc2CC1C (configuration not stated) ?
TDP43 rescue: 13.1%; FUS yeast rescue: 22.8%; GLP-1R inv ag: 6.2%; PTHR1 agonist: -62.1%; Abeta rescue: 10.2%

What do the screens show for `COc1ccc(OC)c(C(=O)c2ccc(C(=O)N3CCN(Cc4csc(C)n4)CC3)cc2)c1`?
TDP43 rescue: -12.4%; pAkt inh: inactive; FUS yeast rescue: 36.2%; GLP1R ag: 15.3%; aSyn yeast inh: -3.7%; D3 antag: -18.0; GLP-1R inv ag: -2.7%; PTHR1 agonist: -9.0%; Abeta rescue: -10.3%

What do the screens show for `Clc1cccc(-c2nnc(-c3ccccc3)o2)c1`?
TDP43 rescue: 10.6%; pAkt inh: inactive; FUS yeast rescue: 10.2%; GLP1R ag: 0.9%; aSyn yeast inh: -9.8%; D3 antag: 20.0; GLP-1R inv ag: inconclusive; PTHR1 agonist: -9.0%[57.5 µM]; Abeta rescue: -14.1%

What do the screens show for `CCOc1ccc(-c2cc3nc(C4CCN(C(=O)OC(C)(C)C)CC4)c(C(=O)Nc4ccc(C)c(F)c4)cn3n2)cc1`?
TDP43 rescue: 12.3%; FUS yeast rescue: -19.3%; GLP-1R inv ag: 6.1%; PTHR1 agonist: -23.6%; Abeta rescue: 2.7%

Results for CC(C)CCNC(=O)C1CCN(S(=O)(=O)c2ccc3c(c2)CC(C)N3C(=O)C2CC2)CC1 (configuration not stated) ?
TDP43 rescue: 2.8%; FUS yeast rescue: 9.5%; GLP1R ag: 13.8%; aSyn yeast inh: 11.8%; D3 antag: -4.9; GLP-1R inv ag: 20.5%; PTHR1 agonist: -5.9%; Abeta rescue: 2.4%

Results for O=C(NCc1ccccc1)C1=C[C@@H](c2coc3ccccc3c2=O)C[C@@H](OCc2ccc(CO)cc2)O1 ?
TDP43 rescue: 10.2%; pAkt inh: inactive; FUS yeast rescue: inconclusive; GLP1R ag: 10.7%; aSyn yeast inh: 0.6%; D3 antag: 26.2; GLP-1R inv ag: 7.1%; PTHR1 agonist: -1.4%; Abeta rescue: 9.8%

Results for CCCC(=O)Nc1cc(C)c(NC(=O)c2ccco2)cn1 ?
TDP43 rescue: 5.8%; pAkt inh: inactive; FUS yeast rescue: -7.3%; GLP1R ag: -2.4%; aSyn yeast inh: 6.1%; D3 antag: 12.4; GLP-1R inv ag: 2.5%; PTHR1 agonist: -19.4%; Abeta rescue: -8.9%

How did C[C@@H](NC(=O)c1[nH]cnc1C(=O)Nc1ccc(Cl)cc1)c1ccccc1 do in these assays?
TDP43 rescue: 4.3%; pAkt inh: inactive; FUS yeast rescue: 4.7%; GLP1R ag: 3.6%; aSyn yeast inh: 11.0%; D3 antag: -18.7; GLP-1R inv ag: inconclusive; PTHR1 agonist: -17.0%; Abeta rescue: 7.5%

How did COc1cccc(NC(=O)COc2ccc(Br)c(C)c2)c1 do in these assays?
TDP43 rescue: 17.2%; pAkt inh: inactive; FUS yeast rescue: -9.2%; GLP1R ag: 16.6%; aSyn yeast inh: -4.6%; D3 antag: 1.7; GLP-1R inv ag: -16.3%; PTHR1 agonist: -28.3%; Abeta rescue: -16.3%

What do the screens show for `COc1ccc(C2C(C(=O)NCc3ccccn3)c3ccccc3C(=O)N2C)cc1OC` (configuration not stated)?
TDP43 rescue: 9.4%; pAkt inh: inactive; FUS yeast rescue: 11.3%; GLP1R ag: -5.2%; aSyn yeast inh: 7.5%; D3 antag: 17.5; GLP-1R inv ag: 6.7%; PTHR1 agonist: inactive; Abeta rescue: -2.1%

How did N#Cc1ccccc1NC(=O)CSc1nnc(-c2ccncc2)o1 do in these assays?
TDP43 rescue: -0.6%; pAkt inh: inactive; FUS yeast rescue: -4.6%; GLP1R ag: -8.1%; aSyn yeast inh: -2.0%; D3 antag: inconclusive; GLP-1R inv ag: 19.2%; PTHR1 agonist: -11.1%

What do the screens show for `O=C(NCCc1ccccc1)C(=O)NCC(c1ccc2c(c1)OCO2)N1CCOCC1` (configuration not stated)?
TDP43 rescue: 25.1%; FUS yeast rescue: 8.6%; GLP-1R inv ag: 16.9%; PTHR1 agonist: 18.7%; Abeta rescue: 7.0%

Results for Brc1cccc(OCCCN2CCCCCC2)c1 ?
TDP43 rescue: -29.1%; pAkt inh: inactive; FUS yeast rescue: 7.5%; GLP1R ag: -2.8%; aSyn yeast inh: -0.4%; D3 antag: -73.6*; GLP-1R inv ag: inconclusive; PTHR1 agonist: inconclusive; Abeta rescue: -26.1%

What do the screens show for `CCOc1ccc(N(C(=O)CC(C)C)S(=O)(=O)c2ccc3c(c2)oc(=O)n3C)cc1`?
TDP43 rescue: 8.1%; FUS yeast rescue: 31.7%; GLP-1R inv ag: inconclusive; PTHR1 agonist: inactive; Abeta rescue: 6.4%

What do the screens show for `CCCCOc1ccc(Cn2c(=O)sc3ccccc32)cc1`?
TDP43 rescue: 21.9%; FUS yeast rescue: 3.2%; GLP-1R inv ag: 11.2µM*; PTHR1 agonist: inactive; Abeta rescue: 1.3%

How did CCN1C(=O)C(CC(=O)Nc2ccc(OC)cc2)N(Cc2cccnc2)C1=S (configuration not stated) do in these assays?
TDP43 rescue: -20.5%; pAkt inh: inactive; FUS yeast rescue: 12.2%; GLP1R ag: 11.8%; aSyn yeast inh: -13.7%; D3 antag: -2.2; GLP-1R inv ag: 8.2%; PTHR1 agonist: -89.2%[inhibitor]; Abeta rescue: -17.1%

What do the screens show for `Cc1cc(C)c2cc3c(N)c(C(=O)Nc4c(C)[nH]c(=O)[nH]c4=O)sc3nc2c1`?
TDP43 rescue: 8.8%; pAkt inh: inactive; FUS yeast rescue: 28.9%; GLP1R ag: 0.1%; aSyn yeast inh: 3.4%; D3 antag: 21.6; GLP-1R inv ag: 8.5%; PTHR1 agonist: inactive; Abeta rescue: 14.8%

How did C=CCCC1(C)C(=O)N(c2ccccc2)c2ccccc21 (configuration not stated) do in these assays?
TDP43 rescue: 1.3%; pAkt inh: inactive; FUS yeast rescue: 12.7%; GLP1R ag: 7.6%; aSyn yeast inh: -1.1%; D3 antag: 1.9; GLP-1R inv ag: inconclusive; PTHR1 agonist: -24.2%; Abeta rescue: -4.0%

Results for O=C(C[C@H]1CC[C@@H]2[C@H](COC[C@@H](O)CN2Cc2cccc(F)c2)O1)NCC1CCCCC1 ?
TDP43 rescue: 10.6%; pAkt inh: inactive; FUS yeast rescue: -6.9%; aSyn yeast inh: -0.9%; D3 antag: 13.9; GLP-1R inv ag: -17.1%; PTHR1 agonist: -24.0%; Abeta rescue: 1.1%

Results for CCc1nc2c(OCCC3CCCCC3)cccn2c1N(C)C(=O)C(C)C ?
TDP43 rescue: 23.4%; pAkt inh: inactive; FUS yeast rescue: 7.5%; GLP1R ag: 17.6%; aSyn yeast inh: -0.7%; D3 antag: inconclusive; GLP-1R inv ag: inconclusive; PTHR1 agonist: inactive; Abeta rescue: 0.2%

What do the screens show for `Cc1n[nH]c(=O)c2c(NC(=O)COC(=O)/C=C/c3cccc(C(F)(F)F)c3)oc(C)c12`?
TDP43 rescue: -10.0%; pAkt inh: inactive; FUS yeast rescue: 20.6%; GLP1R ag: -14.3%; aSyn yeast inh: 2.3%; D3 antag: 1.9; GLP-1R inv ag: 2.9%; PTHR1 agonist: inactive; Abeta rescue: -10.9%

How did COc1ccc(OCc2nn3c(Cn4cnc5ccccc54)nnc3s2)cc1 do in these assays?
TDP43 rescue: -11.5%; pAkt inh: inactive; FUS yeast rescue: 44.7%; GLP1R ag: 0.9%; aSyn yeast inh: -28.7%; D3 antag: 6.9; GLP-1R inv ag: 4.6%; PTHR1 agonist: -10.6%[57.5 µM]; Abeta rescue: 0.4%
